# Pf Dd2 growth = inhibitors of Plasmodium falciparum Dd2 growth; 94,000 compounds, 2.3% hits; AID 1159554; activity change, % at 10 µM; P. falciparum Dd2 growth, SYBR Green, 72 h; stronger effect = lower value; in the data active means activity change below about -80%; inconclusive means no clear call, values can overlap the other calls
# KDM4C inh = blocks human GASC-1 (KDM4C) demethylase activity. Q9H3R0. GST-KDM4C 2-372, H3K9me3 peptide, LANCE TR-FRET. inhibition, % at 12.5 µM. 96,000 compounds, 0.15% hits;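 active means mean replicate inhibition above about 25%, with at least 55% of replicates also reaching it, limit read from the data, passing the limit was not always enough; inconclusive means only one of those two conditions met; inactive means neither condition met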
# Target sequence (Q9H3R0 2-372 limits assumed): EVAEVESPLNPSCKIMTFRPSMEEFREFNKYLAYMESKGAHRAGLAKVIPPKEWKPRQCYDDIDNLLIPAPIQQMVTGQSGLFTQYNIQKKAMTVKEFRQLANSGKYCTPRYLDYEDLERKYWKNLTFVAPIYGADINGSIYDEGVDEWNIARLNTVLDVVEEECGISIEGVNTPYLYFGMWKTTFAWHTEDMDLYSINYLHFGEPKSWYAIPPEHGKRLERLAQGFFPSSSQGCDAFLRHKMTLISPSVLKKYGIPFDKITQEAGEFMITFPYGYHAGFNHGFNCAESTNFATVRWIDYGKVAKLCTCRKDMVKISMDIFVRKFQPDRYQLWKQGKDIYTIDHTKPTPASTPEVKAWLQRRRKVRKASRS
#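 System: N-terminal GST-fused human GASC-1 (KDM4C) fragment, residues 2-372; amount: enzyme final amount 10 nM; incubation: reaction 30 min RT, detection step 1 h RT; medium: HEPES buffer, pH 7.5, plus ascorbate; technique: LANCE TR-FRET, Eu antibody, ULight-streptavidin, EDTA, ex 340 nm, em 618/671 nm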
# Tcruzi prolif = T. cruzi proliferation inhibition | T. cruzi beta-gal in NIH3T3, GalScreen luminescence, 90 h | inhibition, % at 8.34 µM | 77,000 compounds, 5.9% hits;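 active means mean inhibition above about 93%, with at least 55% of replicates each passing it, limit read from the data, passing the limit was not always enough; inconclusive means only one of those two conditions holds; inactive means neither condition holds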
# C diff growth = blocks growth of Clostridium difficile. Clostridium difficile clinical isolate growth, OD600, 24 h; stronger effect = lower value. growth activity, negative = inhibition, % at 16 µg/mL (by protocol). 86,000 compounds, 0.25% hits;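 active means mean growth activity at or below -80% and every replicate also at or below -80%; inconclusive means mean at or below -80% but some replicate above -80%; inactive means mean growth activity above -80%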;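 further: 0% = DMSO wells and -100% = levofloxacin 16 µg/mL wells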
# * marks the source's active call; other numbers are inactive results; ? = inconclusive; · = no result given; & = joins results of further samples; ! = repeats disagree.
SMILES,Pf Dd2 growth,KDM4C inh,Tcruzi prolif,C diff growth
O=C(Cc1ccccn1)NCC[C@@H]1CC[C@@H](NC(=O)Nc2ccc(F)cc2)[C@@H](CO)O1,-12,0.8,37,-1
CCCN1C[C@@H](C)[C@@H](OC)CN(C)C(=O)c2ccc(NC(=O)Nc3ccccc3F)cc2OC[C@@H]1C,-24,-0.4,-27,·
Cc1noc(C)c1S(=O)(=O)Nc1ccc2c(c1)CC(=O)N([C@@H](C)CO)C[C@H](C)[C@H](CN(C)S(=O)(=O)c1cn(C)cn1)O2,25,0.5,9,7
Cc1ccc(S(=O)(=O)Nc2ccc3c(c2)C(=O)N([C@H](C)CO)C[C@@H](C)[C@H](CN(C)C(=O)Nc2cccc4ccccc24)O3)cc1,-43,2.1,-1,9
C[C@H]1CN([C@@H](C)CO)C(=O)c2cccc(NS(=O)(=O)c3cn(C)cn3)c2O[C@@H]1CN(C)CC1CC1,23,0.4,11,-2
CN(C)CCCNC(=O)C[C@@H]1CC[C@@H]2[C@@H](COc3ccc(NC(=O)c4ccccc4F)cc3C(=O)N2C)O1,13,1.3,48,-7
C[C@@H]1CN([C@@H](C)CO)C(=O)c2cc(C#CC3CCCCC3)cnc2O[C@@H]1CN(C)C(=O)NC1CCCC1,-51,-3.2,100*,-3
CC(C)C#Cc1cnc2c(c1)C(=O)N([C@H](C)CO)C[C@H](C)[C@@H](CN(C)C(=O)Nc1ccc(F)cc1)O2,-42,1.2,59,-3
O=C(NCc1ccccc1F)[C@@H]1[C@@H](CO)[C@@H]2Cn3c(cccc3=O)[C@@H]2N1CC1CCCC1,-14,-0.4,24,2
CN1C(=O)c2cc(NC(=O)c3cscn3)ccc2OC[C@@H]2O[C@H](CC(=O)NCc3ccc(Cl)c(Cl)c3)CC[C@H]21,-29,2.4,-7,6
C[C@@H](O)C#Cc1ccc([C@H]2[C@@H](CO)N3CCCCN(S(=O)(=O)Cc4ccccc4)C[C@@H]23)cc1,-61,-0.9,58,3
Cc1noc(C)c1NC(=O)Nc1ccc2c(c1)C(=O)N([C@H](C)CO)C[C@@H](C)[C@H](CN(C)C(=O)Nc1ccccc1)OCCCC[C@@H](C)O2,-63,-0.4,6,-6
COc1cccc(C(=O)Nc2ccc3c(c2)OC[C@H](C)NC[C@@H](C)[C@H](OC)CN(C)C3=O)c1,-4,0.1,-7,·
CCCNC(=O)N(C)C[C@@H]1Oc2ncc(-c3ccc(C(=O)N(C)C)cc3)cc2C(=O)N([C@@H](C)CO)C[C@H]1C,-10,1.8,·,6
COCC#Cc1ccc2c(c1)O[C@H](CN(C)Cc1cncnc1)[C@H](C)CN([C@H](C)CO)S2(=O)=O,20,-1.1,15,-3
COc1cccc(CNC(=O)C[C@@H]2CC[C@H]3[C@@H](COc4ccc(NC(=O)c5cccs5)cc4C(=O)N3C)O2)c1,-14,-1.1,25,21
C[C@@H]1CN([C@@H](C)CO)C(=O)c2cc(NC(=O)C3CCCCC3)ccc2O[C@@H](C)CCCCO[C@H]1CN(C)C(=O)c1ccccc1,-78,-1.0,59,4
C[C@H]1CN([C@@H](C)CO)S(=O)(=O)c2ccc(-c3cccc(C#N)c3)cc2O[C@H]1CN(C)CC1CC1,-83*,-0.4,37,3
C[C@@H]1CCCCO[C@@H](CN(C)C(=O)Nc2ccc(C(F)(F)F)cc2)[C@@H](C)CN([C@H](C)CO)C(=O)c2cc(NS(=O)(=O)c3ccc(Cl)cc3)ccc2O1,-19,·,88,3
CC=Cc1ccc2n(c1=O)C[C@@H]1[C@@H](CO)[C@H](C(=O)NCc3cc(F)cc(F)c3)[C@H]2N1S(C)(=O)=O (mixture of isomers),·,-0.1,63,-1
C[C@H](CO)N1C[C@H](C)[C@H](CN(C)CC2CC2)OCCCC[C@H](C)Oc2ccc(NC(=O)CCC(F)(F)F)cc2C1=O,-17,6.8,90,3
C[C@H](CO)N1C[C@H](C)[C@H](CN(C)Cc2ccc(C(=O)O)cc2)Oc2ccc(NC(=O)Nc3ccccc3)cc2CC1=O,24,-2.5,1,-2
C[C@H](CO)N1C[C@H](C)[C@H](CN(C)Cc2ccc(O)cc2)OCc2ccccc2-c2ccccc2C1=O,21,1.9,-23,·
COc1ccc(C#Cc2cnc3c(c2)C(=O)N([C@H](C)CO)C[C@H](C)[C@@H](CN(C)C(=O)Nc2cccc(OC)c2)O3)cc1,-43&-22,-1.2,110*!,4&-4
O=C(C[C@@H]1C[C@@H]2c3cc(NS(=O)(=O)c4ccc(F)cc4)ccc3O[C@@H]2[C@@H](CO)O1)NCc1ccccn1,10,2.3,·,-9

# Full records, looked up by structure. Screens in order: Pf Dd2 growth | KDM4C inh | Tcruzi prolif | C diff growth
# C[C@H]1CN([C@@H](C)CO)C(=O)c2cccc(NS(=O)(=O)c3cn(C)cn3)c2O[C@@H]1CN(C)CC1CC1 in the list: 23 | 0.4 | 11 | -2
# C[C@@H]1CCCCO[C@@H](CN(C)C(=O)Nc2ccc(C(F)(F)F)cc2)[C@@H](C)CN([C@H](C)CO)C(=O)c2cc(NS(=O)(=O)c3ccc(Cl)cc3)ccc2O1 in the list: -19 | · | 88 | 3
# CCCNC(=O)N(C)C[C@@H]1Oc2ncc(-c3ccc(C(=O)N(C)C)cc3)cc2C(=O)N([C@@H](C)CO)C[C@H]1C in the list: -10 | 1.8 | · | 6
# Cc1noc(C)c1S(=O)(=O)Nc1ccc2c(c1)CC(=O)N([C@@H](C)CO)C[C@H](C)[C@H](CN(C)S(=O)(=O)c1cn(C)cn1)O2 in the list: 25 | 0.5 | 9 | 7

# Pulled by structure from the list above:
SMILES,Pf Dd2 growth,KDM4C inh,Tcruzi prolif,C diff growth
Cc1ccc(S(=O)(=O)Nc2ccc3c(c2)C(=O)N([C@H](C)CO)C[C@@H](C)[C@H](CN(C)C(=O)Nc2cccc4ccccc24)O3)cc1,-43,2.1,-1,9
COCC#Cc1ccc2c(c1)O[C@H](CN(C)Cc1cncnc1)[C@H](C)CN([C@H](C)CO)S2(=O)=O,20,-1.1,15,-3

# Remaining list, next part
SMILES,Pf Dd2 growth,KDM4C inh,Tcruzi prolif,C diff growth
CC(C)CC#Cc1cnc2c(c1)C(=O)N([C@H](C)CO)C[C@H](C)[C@H](CN(C)C(=O)c1ccccc1)O2,-27,1.4,47,-4
N#C[C@@H]1[C@H](c2ccccc2)[C@@H](CO)N1C(=O)Cc1ccccc1,13,-1.1,109*,0
COCC#Cc1ccc2c(c1)O[C@H](CN(C)C(=O)C1CCOCC1)[C@H](C)CN([C@@H](C)CO)S2(=O)=O,18,-0.4,13,9
CO[C@@H]1CC[C@@H]2CCN(C)C(=O)[C@H](C)N(C)C(=O)c3cc(C#N)ccc3OC[C@H]1O2,·,-1.5,-7,13
C/C=C/c1ccc([C@@H]2[C@@H](CO)N3C(=O)CN(C(=O)Nc4cccc(OC)c4)C[C@@H]23)cc1,-6,-0.8,·,6
COCC#Cc1ccc([C@@H]2[C@@H](CO)N3C(=O)CN(C(=O)c4cccnc4)C[C@@H]23)cc1,13,0.2,·,0
C[C@@H]1CN([C@H](C)CO)C(=O)c2cc(C#CC(C)(C)O)cnc2O[C@H]1CN(C)C(=O)C1CCOCC1,29,-0.7,-25,-2
CNC[C@H]1Oc2cc(-c3ccccc3OC)ccc2S(=O)(=O)N([C@H](C)CO)C[C@@H]1C,-69,-2.0,65,0
C[C@H]1CN([C@@H](C)CO)C(=O)c2cc(N(C)C)ccc2O[C@H]1CN(C)Cc1ccc(C(=O)O)cc1,16,7.0,-24,-2
CC(C)NC(=O)N(C)C[C@H]1OCc2cnnn2CCCC(=O)N([C@@H](C)CO)C[C@@H]1C,2,-0.4,-5,1
COc1ccc(NC(=O)N(C)C[C@@H]2OCCCC[C@@H](C)Oc3ccc(NC(=O)Nc4cccc5ccccc45)cc3C(=O)N([C@@H](C)CO)C[C@H]2C)cc1,29,-0.1,41,1
Cc1ccc(-c2ccc3c(c2)O[C@@H](CN(C)Cc2ccc(F)cc2)[C@H](C)CN([C@@H](C)CO)S3(=O)=O)cc1,-62,-1.7,?,13
C[C@@H]1CN([C@H](C)CO)C(=O)c2cccc(NC(=O)C3CCOCC3)c2O[C@@H]1CN(C)S(=O)(=O)c1cn(C)cn1,17,8.9,-64,-2
CO[C@H]1CN(C)C(=O)c2cc(NC(=O)Nc3cc(F)ccc3F)ccc2OC[C@@H](C)N(C)C[C@H]1C,-25,0.3,6,·
CC(C)NC(=O)N1C[C@H]2[C@@H](c3ccccc31)[C@H](CO)N2C(=O)c1ccccc1,13,0.1,28,-3
C[C@@H]1CN([C@@H](C)CO)C(=O)c2cc(NS(=O)(=O)c3ccccc3)ccc2O[C@@H]1CN(C)C(=O)Nc1ccc(C(F)(F)F)cc1,4,0.9,21,·
Cc1noc(C)c1NC(=O)N(C)C[C@H]1OCCCC[C@@H](C)Oc2ccc(NC(=O)NC(C)C)cc2C(=O)N([C@H](C)CO)C[C@H]1C,15,0.5,·,9
C[C@@H]1CN([C@@H](C)CO)C(=O)c2cc(NS(=O)(=O)c3ccc(F)cc3)ccc2O[C@@H]1CN(C)Cc1ccncc1,12,1.2,66,-1
COc1ccc(NC(=O)N(C)C[C@@H]2Oc3c(NC(=O)Nc4c(C)noc4C)cccc3C(=O)N([C@H](C)CO)C[C@H]2C)cc1,13,5.5,-15,·
O=C(Nc1ccccc1F)N1CC(=O)N2[C@H](CO)[C@@H](c3ccc(C#CC4CCCC4)cc3)[C@H]2C1,-23,0.1,·,-27
CNC[C@H]1Oc2ccc(NC(=O)Cc3ccccc3)cc2C(=O)N([C@@H](C)CO)C[C@H]1C,-2,0.6,21,-2
O=C(N[C@H]1CC[C@H](CCn2cc(C3(O)CCCC3)nn2)O[C@H]1CO)C1CCC1,7,0.2,·,-1
C[C@@H]1CN([C@H](C)CO)C(=O)Cc2cc(NC(=O)c3ccncc3)ccc2O[C@H]1CN(C)Cc1ccncc1,21,-1.0,27,0
COc1ccc(NC(=O)Nc2ccc3c(c2)C(=O)N([C@@H](C)CO)C[C@H](C)[C@@H](CN(C)S(=O)(=O)c2cn(C)cn2)OCCCC[C@H](C)O3)cc1,-24,0.4,-46,-1
CCCNC(=O)N1CC2(C1)CN(S(C)(=O)=O)[C@H](CO)c1c2c2ccc(OC)cc2n1C,30,-0.8,·,5
# Continued:
SMILES,Pf Dd2 growth,KDM4C inh,Tcruzi prolif,C diff growth
C[C@@H]1CN([C@@H](C)CO)C(=O)c2cccc(NC(=O)Nc3ccc(C(F)(F)F)cc3)c2O[C@@H]1CN(C)C(=O)Nc1ccc(F)cc1,-49,·,74,67
C[C@@H]1CN([C@@H](C)CO)C(=O)Cc2cc(NC(=O)Cc3cn(C)c4ccccc34)ccc2O[C@@H]1CN(C)Cc1ccc(C(=O)Nc2ccccc2N)cc1,-72,-0.5,88,-2
C[C@@H]1CN([C@@H](C)CO)C(=O)c2c(c3ccccc3n2C)-c2ccccc2CO[C@H]1CN(C)Cc1cccc(F)c1,-65,0.1,·,40
COc1ccc(NC(=O)Nc2ccc3c(c2)CC(=O)N([C@@H](C)CO)C[C@@H](C)[C@H](CN(C)Cc2ccc4c(c2)OCO4)O3)cc1,-42,-1.4,83,2
C[C@H]1CN([C@@H](C)CO)S(=O)(=O)c2ccc(C#CC3CC3)cc2O[C@H]1CN(C)Cc1cccc(F)c1,-28,9.3,·,10
C[C@H](NC(=O)C[C@H]1C=C[C@@H](NS(=O)(=O)c2cccc(F)c2)[C@@H](CO)O1)c1ccccc1,-11,3.3,6,·
CCC(=O)Nc1ccc2c(c1)C(=O)N(C)C[C@H](OC)[C@H](C)CN(CC1CCOCC1)[C@H](C)CO2,0,-1.4,25,0
COc1ccc(CN(C)C[C@@H]2OCCCC[C@@H](C)Oc3ccc(NC(=O)Nc4cccc5ccccc45)cc3C(=O)N([C@@H](C)CO)C[C@@H]2C)cc1,-32,-1.3,94,-16
C[C@@H](O)C#Cc1cnc2c(c1)C(=O)N([C@@H](C)CO)C[C@H](C)[C@@H](CN(C)C(=O)Cc1ccncc1)O2,24,0.4,·,-7
C[C@@H]1CCCCO[C@H](CN(C)S(=O)(=O)c2ccccc2)[C@@H](C)CN([C@@H](C)CO)C(=O)c2cc(NC(=O)Nc3ccc(F)cc3)ccc2O1,-75,-1.2,106*,4
O=C(Cc1ccccn1)N1CC(=O)N2[C@H](CO)[C@@H](c3ccc(-c4ccccc4)cc3)[C@H]2C1,-10,3.7,·,-6
COc1ccc(CN(C)C[C@H]2OCCCC[C@H](C)Oc3ccc(NS(=O)(=O)c4cn(C)cn4)cc3C(=O)N([C@@H](C)CO)C[C@@H]2C)cc1,-15,-0.3,-4,-14
C[C@H]1CN([C@@H](C)CO)C(=O)CCCn2cc(nn2)CO[C@@H]1CN(C)S(=O)(=O)c1ccccc1,5,1.0,-31,·
C[C@@H]1CN([C@H](C)CO)C(=O)c2cccc(NS(=O)(=O)c3ccccc3)c2O[C@@H]1CN(C)CC1CCCCC1,-25,1.2,57,0
C[C@@H]1CN([C@@H](C)CO)C(=O)Cc2cc(NC(=O)Nc3ccc4c(c3)OCO4)ccc2O[C@H]1CN(C)Cc1ccccc1,-57,3.2,80,-8

# Source: PubChem BioAssay
